KDM4C inh – KDM4C (human) demethylase inhibition; inhibition, % at 12.5 µM; GST-KDM4C 2-372, H3K9me3 peptide, LANCE TR-FRET; 96,000 compounds, 0.15% hits; AID 720574;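 active = mean replicate inhibition above about 25%, with at least 55% of replicates also reaching it, limit read from the data, passing the limit was not always enough; inconclusive = only one of those two conditions met; inactive = neither condition met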
Target sequence (Q9H3R0 2-372 limits assumed): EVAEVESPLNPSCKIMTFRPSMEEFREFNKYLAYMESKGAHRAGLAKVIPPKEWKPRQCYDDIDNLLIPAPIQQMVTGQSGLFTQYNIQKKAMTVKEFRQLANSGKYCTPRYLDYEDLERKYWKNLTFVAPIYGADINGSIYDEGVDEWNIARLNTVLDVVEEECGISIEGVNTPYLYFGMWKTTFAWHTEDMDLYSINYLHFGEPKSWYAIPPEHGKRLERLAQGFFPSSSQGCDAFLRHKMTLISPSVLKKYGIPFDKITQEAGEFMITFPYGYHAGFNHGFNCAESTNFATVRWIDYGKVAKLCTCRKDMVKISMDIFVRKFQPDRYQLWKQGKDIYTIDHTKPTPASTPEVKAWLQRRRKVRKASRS
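Compound: one test concentration per compound; Material: GST-GASC-1 enzyme fragment 2-372; Amount: GASC-1 enzyme at 10 nM final in reaction; Also added: H3K9me3 peptide substrate, Fe(II), 2-oxoglutarate; Technique: LANCE TR-FRET; Times: 30 min demethylation and 1 h detection at room temperature.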
Tcruzi prolif – T. cruzi proliferation inhibition; inhibition, % at 8.34 µM; AID 624255; 77,000 compounds, 5.9% hits; T. cruzi beta-gal in NIH3T3, GalScreen luminescence, 90 h;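 active = mean inhibition above about 93%, with at least 55% of replicates each passing it, limit read from the data, passing the limit was not always enough; inconclusive = only one of those two conditions holds; inactive = neither condition holds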
C diff HTS – inhibitors of Clostridium difficile growth. Clostridium difficile clinical isolate growth, OD600, 24 h; stronger effect = lower value. growth activity, negative = inhibition, % at 16 µg/mL (by protocol). 86,000 compounds, 0.25% hits;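 active = mean growth activity at or below -80% and every replicate also at or below -80%; inconclusive = mean at or below -80% but some replicate above -80%; inactive = mean growth activity above -80%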;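 note: 0% = DMSO wells and -100% = levofloxacin 16 µg/mL wells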
Pf Dd2 growth – P. falciparum Dd2 growth inhibition | 94,000 compounds, 2.3% hits | activity change, % at 10 µM | SYBR Green, 72 h; stronger effect = lower value; in the data active = activity change below about -80%; inconclusive = no clear call, values can overlap the other calls
Starred values were filed as active, the others as inactive; ? = inconclusive; nt = not tested or not shown; + = active, no number; & = joins results of further samples.

SMILES	KDM4C inh	Tcruzi prolif	C diff HTS	Pf Dd2 growth
CN(C)CC(=O)N1[C@@H]2c3ccc(-c4ccccc4)c(=O)n3C[C@@H]2[C@@H](CO)[C@@H]1C(=O)NC1CCC1	0.0	+	-1	nt
C[C@@H]1CN([C@H](C)CO)C(=O)c2cc(NC(=O)Cn3cnnn3)ccc2O[C@@H]1CN(C)C(=O)Nc1ccc(C(F)(F)F)cc1	-3.0	-39	0	6
COc1ccc2c3c(n(C)c2c1)[C@H](CO)N(C(=O)Cc1ccccn1)CC31CN(CC2CCOCC2)C1	2.5	nt	12	0
C[C@@H]1CN([C@H](C)CO)C(=O)c2cc(N(C)C)ccc2O[C@@H]1CN(C)S(=O)(=O)c1ccc(Cl)cc1	0.2	nt	-3	-27
COc1ccc(S(=O)(=O)Nc2cccc3c2O[C@@H](CN(C)S(=O)(=O)c2cn(C)cn2)[C@@H](C)CN([C@@H](C)CO)C3=O)cc1	-1.1	21	19	11
C[C@@H]1CN([C@H](C)CO)C(=O)CCCn2nncc2CO[C@@H]1CN(C)C(=O)Cc1ccccc1	0.4	20&19	3&0	14&13
OC[C@@H]1[C@H](c2ccc(-c3cccnc3)cc2)[C@H]2CN(CC3CCOCC3)CCCCN12	nt	97*	-4	-48
CCC(=O)N[C@@H]1C[C@@H]2O[C@H](CO)CC[C@@H]2O[C@@H]1CCc1ccc(-c2cccc(OC)c2)cc1	nt	nt	-12	-56
C[C@@H]1CN([C@H](C)CO)C(=O)Cc2cc(NS(=O)(=O)c3cn(C)cn3)ccc2O[C@H]1CN(C)Cc1ccc(C(=O)Nc2ccccc2N)cc1	0.3	nt	3	27
CCC(=O)Nc1ccc2c(c1)OC[C@@H](C)N(C(=O)c1cnccn1)C[C@H](C)[C@H](OC)CN(C)C2=O	8.2	-41	-1	12
C[C@@H]1CN([C@H](C)CO)C(=O)c2cc(NC(=O)C3CC3)ccc2O[C@@H]1CN(C)CC1CCCCC1	0.2	-45	7	34
C[C@@H]1CN([C@@H](C)CO)C(=O)c2cccc(NS(=O)(=O)c3ccccc3)c2O[C@H]1CN(C)C(=O)Nc1ccc(F)cc1	-0.1	-6	3	0
CC(C)C#Cc1ccc2c(c1)O[C@@H](CN(C)C(=O)c1ccccc1)[C@@H](C)CN([C@@H](C)CO)S2(=O)=O	-2.5	80	2	-72
O=C1CCCn2cc(nn2)COC[C@H](Cc2ccccc2)N1	-1.1	nt	6	nt
C[C@H]1CN([C@@H](C)CO)C(=O)c2c(c3ccccc3n2C)-c2ccccc2CO[C@H]1CN(C)C	-0.1	90	-3	-16
C[C@@H]1CN([C@H](C)CO)C(=O)c2cccc(NC(=O)CCCCCC(=O)Nc3ccccc3N)c2O[C@H]1CN(C)Cc1ccccc1	-3.9	nt	1	-88*
C[C@H]1CN([C@@H](C)CO)C(=O)c2cc(NS(=O)(=O)c3cccs3)ccc2O[C@H]1CN(C)Cc1ccc(Oc2ccccc2)cc1	-0.1	27	nt	-17
C[C@@H]1CN([C@@H](C)CO)C(=O)c2cc(-c3cccc(F)c3)cnc2O[C@H]1CN(C)C(=O)C1CCCCC1	2.3	42	-4	-25
C[C@@H]1CN([C@H](C)CO)C(=O)c2cccc(NC(=O)C3CC3)c2O[C@H]1CN(C)Cc1ccncc1	-0.1	11	2	-8
C[C@H]1CN([C@@H](C)CO)S(=O)(=O)c2ccc(/C=C/c3ccccc3)cc2O[C@@H]1CN(C)C	-2.7	95	-2	-31
C[C@@H]1CN([C@@H](C)CO)C(=O)c2cccc(NC(=O)Nc3ccc(F)cc3)c2O[C@@H]1CN(C)CC1CC1	3.5	-70	13	-28
COc1ccccc1C#Cc1ccc([C@H]2[C@H](CO)N3CCCCN(S(C)(=O)=O)C[C@@H]23)cc1	-0.8	?	4	-14
C[C@@H]1CN([C@H](C)CO)C(=O)Cc2cc(NC(=O)Nc3ccccc3)ccc2O[C@@H]1CN(C)C(=O)Nc1cccc2ccccc12	-2.5	25	-2	-7
COc1ccc(CN(C)C[C@H]2Oc3ccc(NC(=O)Cc4ccccc4)cc3CC(=O)N([C@H](C)CO)C[C@@H]2C)cc1	-1.3	nt	-1	-26
Cc1ccc(-c2cnc3c(c2)C(=O)N([C@H](C)CO)C[C@@H](C)[C@@H](CN(C)C(=O)c2cccnc2)O3)cc1	-1.0	7	-3	-19
C[C@@H]1CN([C@H](C)CO)S(=O)(=O)c2ccc(-c3cccnc3)cc2O[C@H]1CN(C)C(=O)CC1CC1	-0.2	39	-2	-6
CO[C@H]1CN(C)C(=O)c2cc(NC(=O)C3CCOCC3)ccc2OC[C@@H](C)N(CC2CC2)C[C@H]1C	-0.2	59	nt	29
CC(C)NC(=O)Nc1ccc2c(c1)CC(=O)N([C@H](C)CO)C[C@H](C)[C@@H](CN(C)C(=O)NC(C)C)O2	0.2	-1	0	-19
O=C(C[C@@H]1CC[C@@H](NC(=O)Nc2ccc(C(F)(F)F)cc2)[C@H](CO)O1)NCc1cc(F)cc(F)c1	1.8	27	nt	-2
CO[C@@H]1CN(C)C(=O)c2ccc(NC(=O)C3CCCCC3)cc2OC[C@@H](C)N(Cc2nccs2)C[C@@H]1C	-0.2	4	nt	nt
CO[C@@H]1CN(C)C(=O)c2cc(NC(=O)Nc3cc(Cl)cc(Cl)c3)ccc2OC[C@H](C)NC[C@@H]1C	-0.2	-11	nt	nt
O=C(N[C@@H]1CC[C@H](CC(=O)N2CCc3ccccc3C2)O[C@H]1CO)C1CC1	5.7	nt	1	-7
O=C(Nc1ccc(F)cc1)N1CCCCN2[C@@H](CO)[C@H](c3ccc(C#Cc4ccccn4)cc3)[C@@H]2C1	-2.0	123*	6	-70
O=S(=O)(c1ccccc1)N1[C@H](CO)[C@@H]2c3ccccc3NC[C@@H]21	-0.4	nt	9	1
COc1ccc(NC(=O)Nc2cccc3c2O[C@H](CN(C)S(C)(=O)=O)[C@@H](C)CN([C@H](C)CO)C3=O)cc1	0.5	99	-1	-16
CC(C)C#Cc1cnc2c(c1)C(=O)N([C@H](C)CO)C[C@H](C)[C@@H](CN(C)Cc1ccccn1)O2	nt	27	0	-16
C[C@@H]1CCCCO[C@@H](CN(C)C(=O)Nc2ccccc2)[C@H](C)CN([C@@H](C)CO)C(=O)c2cc(NS(=O)(=O)c3cccs3)ccc2O1	0.5	38	-3	nt
O=C(C[C@@H]1C=C[C@@H](NC(=O)C2CCC2)[C@@H](CO)O1)NCC1CC1	3.2	-26	-2	-2
CS(=O)(=O)Nc1ccc2c(c1)[C@H]1C[C@H](CC(=O)NCCN3CCCCC3)O[C@H](CO)[C@H]1O2	5.3	nt	-6	18
C[C@@H]1CN([C@H](C)CO)S(=O)(=O)c2ccc(-c3cccnc3)cc2O[C@@H]1CN(C)C(=O)C1CCC1	0.8	15	4	5
Cc1noc(C)c1NC(=O)N(C)C[C@H]1Oc2ccc(NC(=O)CCC(F)(F)F)cc2CC(=O)N([C@@H](C)CO)C[C@@H]1C	-0.4	-9	-1	24
CO[C@@H]1CN(C)C(=O)c2ccc(NS(=O)(=O)C3CCCCC3)cc2OC[C@@H](C)NC[C@@H]1C	-0.6	-3	nt	-54
C[C@@H]1CN([C@H](C)CO)C(=O)c2cc(NS(=O)(=O)c3ccc(Cl)cc3)ccc2O[C@H]1CN(C)Cc1ccc(Oc2ccccc2)cc1	0.3	-38	19	13
C[C@@H]1CN([C@@H](C)CO)C(=O)Cc2cc(NS(=O)(=O)c3ccccc3)ccc2O[C@H]1CN(C)S(=O)(=O)c1ccccc1	0.3	-13	-6	-22
CCC(=O)N1CC(=O)N2[C@@H](CO)[C@@H](c3ccc(-c4ccc(C#N)cc4)cc3)[C@@H]2C1	0.2	nt	0	-58
CCCNC(=O)N(Cc1cccnc1)C[C@H]1N[C@H](CO)[C@@H]1c1ccccc1	0.8	nt	5	4
C[C@@H]1CN([C@@H](C)CO)C(=O)c2cc(NC(=O)Nc3cccc4ccccc34)ccc2O[C@@H](C)CCCCO[C@H]1CN(C)CC1CC1	-3.1	68	9	-66
Cc1noc(C)c1NC(=O)Nc1ccc2c(c1)CC(=O)N([C@@H](C)CO)C[C@H](C)[C@H](CN(C)S(=O)(=O)c1ccccc1)O2	-1.6	50	-1	19
O=C(O)C[C@H]1C[C@@H]2c3cc(NC(=O)Cc4ccncc4)ccc3O[C@@H]2[C@@H](CO)O1	3.6	2	-2	21
O=C(c1ccc(F)cc1)N1CC(=O)N2[C@H](CO)[C@H](c3ccc(-c4ccccc4)cc3)[C@H]2C1	-0.4	nt	-1	-37

(listing goes on)
SMILES	KDM4C inh	Tcruzi prolif	C diff HTS	Pf Dd2 growth
COc1ccc(-c2ccc3c(c2)[C@H]2[C@H](CCN2Cc2ccncc2)[C@@H](CO)N3)cc1	2.6	nt	58	-82*
Cc1ccc(S(=O)(=O)N2[C@@H]3CNC[C@H]2C3c2ccc(-c3cccc(C#N)c3)cc2)cc1 (stereo partly drawn)	1.9&-0.5	nt	68&33	-18&-5
COc1ccc(NC(=O)Nc2ccc3c(c2)C(=O)N([C@H](C)CO)C[C@@H](C)[C@@H](CN(C)C(=O)C2CCCCC2)OCCCC[C@H](C)O3)cc1	-0.3	44	-3	?
O=C(CN1CCOCC1)N[C@@H]1CC[C@@H](CCn2cc(C3CCCCC3)nn2)O[C@H]1CO	-2.9	-50	-4	10
CCCN1C[C@H](C)[C@H](OC)CN(C)C(=O)c2cc(NC(=O)c3ccccc3F)ccc2OC[C@@H]1C	0.2	14	nt	-2
C[C@@H]1CCCCO[C@@H](CN(C)S(C)(=O)=O)[C@H](C)CN([C@@H](C)CO)C(=O)c2cc(NS(=O)(=O)c3cccs3)ccc2O1	0.7	-8	1	32
Cc1noc(C)c1NC(=O)Nc1ccc2c(c1)C(=O)N([C@@H](C)CO)C[C@H](C)[C@@H](CN(C)S(=O)(=O)c1cccs1)OCCCC[C@@H](C)O2	0.1	27	6	-50
Cc1ccc(S(=O)(=O)Nc2ccc3c(c2)C(=O)N([C@H](C)CO)C[C@H](C)[C@@H](CN(C)C(=O)NC2CCCCC2)O3)cc1	-2.3	-6	5	-4
COc1ccccc1C#Cc1cnc2c(c1)C(=O)N([C@H](C)CO)C[C@H](C)[C@H](CN(C)C(=O)c1ccc3c(c1)OCO3)O2	-3.0	nt	9	-43
CN(C)CCCNC(=O)C[C@@H]1C=C[C@H](NS(=O)(=O)c2ccc(F)cc2)[C@H](CO)O1	0.1	16	-1	0
CC(C)NC(=O)N(C)C[C@H]1Oc2cc(-c3ccccc3)ccc2S(=O)(=O)N([C@@H](C)CO)C[C@@H]1C	0.1	19	-8	-2
COc1ccc(NC(=O)N(C)C[C@H]2OCCCC[C@H](C)Oc3ccc(NC(=O)Cc4ccccc4)cc3C(=O)N([C@H](C)CO)C[C@H]2C)cc1	-1.8	-4	0	-87*
C[C@H](CO)N1C[C@H](C)[C@H](CN(C)CC2CCCCC2)Oc2ccc(NC(=O)C3CC3)cc2CC1=O	-0.4	7	0	9
C[C@H]1CN([C@@H](C)CO)C(=O)CCCn2cc(nn2)CO[C@@H]1CN(C)C(=O)Nc1ccccc1	-1.0	18&-21	-1&-4	-5&-6
C[C@H]1CN([C@@H](C)CO)S(=O)(=O)c2ccc(C3=CCCC3)cc2O[C@H]1CN(C)C(=O)CC1CC1	-1.5	-6	1	-33

Source: PubChem BioAssay
